# MCF10A rereplic = DNA re-replication induction in MCF 10a cells; MCF 10A DNA re-replication, Hoechst nuclear intensity, 48 h; Potency, µM (titrated, usually from 46.1 µM), without a hit: at the highest dose activity, positive = re-replication, hits mostly activators; 350,000 compounds, 2.9% hits; further: % of control where 0% means no effect; nearly all actives have a fitted effect of over 50% in size
# HepG2 viability = counter-screen for TGF-b inhibitors: cytotoxicity in HepG2 cells | HepG2 CAGA-GFP viability, ATP luminescence, 18 h | Potency, µM (top dose mostly 46.1 µM), for the others: at the top dose activity change, negative = cytotoxicity, hits mostly cytotoxic | 410,000 compounds, 0.76% hits | AID 588856; further: some results filed as inactive show a strong effect at the top dose
#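 HepG2 CAGA-GFP cells (1000/well, DMEM with 1% FBS) received compound, then TGF-beta at 500 pg/mL final, and were incubated 18 hours at 37 degrees C. Viability was read by CellTiter-Glo luminescence. Media-only wells were set as complete cell-killing and DMSO as no toxicity.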
# Nrf2 activator = activators of Nrf2 (ARE) signaling; AREc32 ARE-luciferase reporter (MCF7-derived line), luminescence, 24 h; Potency, µM (top dose mostly 46.1 µM), for inactives: at the top dose activation, usual class: activators; 410,000 compounds, 0.31% hits; AID 624171; further: % of control where 0% means no effect; nearly all actives have a fitted effect of over 65% in size
#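 AREc32_Fluc, 1000 cells/well, OPTI-MEM + 5% FBS, o/n 37 deg C 5% CO2; 23 nL cpd by pin tool, 24 hr; Steady-Glo 30 min RT, luminescence.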
# S2 tox = reduces viability in counter-screen for ATXN expression inhibitors; S2 cells (HEK-293 line with an ATXN2-luciferase reporter) viability, CellTiter-Fluor protease fluorescence, 24 h; Potency, µM (doses to about 56.7 µM), usual class: cytotoxic; 400,000 compounds, 0.49% hits; AID 651635; further: nearly all actives have a fitted effect of over 40% in size
# ATXN2 expr inh = ATXN2 expression inhibition; HEK-293 ATXN2-luciferase reporter, luminescence, 24 h; Potency, µM (highest dose often 57 µM), without a hit: at the highest dose activity change, negative = inhibition, most hits filed as inhibitors; 360,000 compounds, 0.72% hits; AID 1745845; further: on the % scale 0 is the no-effect control and ±100 the full control effect; nearly all actives have a fitted effect of over 55% in size
#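 qHTS (up to 57 uM final) was run with 24 h compound exposure of reporter cells at 37 °C. Each well was multiplexed: SteadyGlo luminescence measured ATXN2-luciferase expression after a fluorogenic Gly-Phe-AFC viability readout (25 uM final).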
# Nrf2 inh = Nrf2 pathway inhibition. A549 ARE-Fluc reporter, luciferase luminescence, 18-24 h. Potency, µM (highest dose often 46 µM), for inactives: at the top dose activity change, negative = inhibition, usual class: inhibitors. 360,000 compounds, 2.1% hits. AID 504444; further: on the % scale 0 is the no-effect control and ±100 the full control effect; nearly all actives have a fitted effect of over 60% in size
#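 Reporter: ARE-Fluc in A549. Exposure: 18-24 h, 37 °C, 5% CO2, 5% FBS OPTI-MEM. Readouts: fluorescent cytotoxicity (CellTiter-Fluor), then luminescent Nrf2 signal after BugLite.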
# TGFb SMAD3 inh = blocks TGF-b signaling; HepG2 CAGA-GFP TGF-b/SMAD3 reporter, GFP fluorescence, 18 h; TGF-beta stimulated, 500 pg/mL final; Potency, µM (titrated, usually from 46.1 µM), for inactives: top-dose activity, negative = inhibition, actives largely listed as inhibitors; 410,000 compounds, 1.2% hits; further: on the % scale 0 is the no-effect control and ±100 the full control effect; nearly all actives have a fitted effect of over 65% in size
#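 Cell-based qHTS in HEPG2 carrying a CAGA-GFP Smad reporter; compounds added before 500 pg/mL final TGF-beta, 18 h incubation at 37 degrees C, GFP fluorescence quantified per cell by imaging cytometry.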
# EPAC2 antagonist = EPAC2 (human) antagonism. 360,000 compounds, 0.18% hits. Q8WZA2. Potency, µM (titrated, usually from 114 µM), for the others: at the top dose activity, negative = inhibition, actives largely listed as inhibitors. AID 720708. EPAC2 GEF exchange of Rap1B-BODIPY-GDP, fluorescence; further: on the % scale 0 is the no-effect control and ±100 the full control effect; nearly all actives have a fitted effect of over 45% in size; many of its hits are not listed in these tables
# Target sequence (Q8WZA2 whole entry, looked up): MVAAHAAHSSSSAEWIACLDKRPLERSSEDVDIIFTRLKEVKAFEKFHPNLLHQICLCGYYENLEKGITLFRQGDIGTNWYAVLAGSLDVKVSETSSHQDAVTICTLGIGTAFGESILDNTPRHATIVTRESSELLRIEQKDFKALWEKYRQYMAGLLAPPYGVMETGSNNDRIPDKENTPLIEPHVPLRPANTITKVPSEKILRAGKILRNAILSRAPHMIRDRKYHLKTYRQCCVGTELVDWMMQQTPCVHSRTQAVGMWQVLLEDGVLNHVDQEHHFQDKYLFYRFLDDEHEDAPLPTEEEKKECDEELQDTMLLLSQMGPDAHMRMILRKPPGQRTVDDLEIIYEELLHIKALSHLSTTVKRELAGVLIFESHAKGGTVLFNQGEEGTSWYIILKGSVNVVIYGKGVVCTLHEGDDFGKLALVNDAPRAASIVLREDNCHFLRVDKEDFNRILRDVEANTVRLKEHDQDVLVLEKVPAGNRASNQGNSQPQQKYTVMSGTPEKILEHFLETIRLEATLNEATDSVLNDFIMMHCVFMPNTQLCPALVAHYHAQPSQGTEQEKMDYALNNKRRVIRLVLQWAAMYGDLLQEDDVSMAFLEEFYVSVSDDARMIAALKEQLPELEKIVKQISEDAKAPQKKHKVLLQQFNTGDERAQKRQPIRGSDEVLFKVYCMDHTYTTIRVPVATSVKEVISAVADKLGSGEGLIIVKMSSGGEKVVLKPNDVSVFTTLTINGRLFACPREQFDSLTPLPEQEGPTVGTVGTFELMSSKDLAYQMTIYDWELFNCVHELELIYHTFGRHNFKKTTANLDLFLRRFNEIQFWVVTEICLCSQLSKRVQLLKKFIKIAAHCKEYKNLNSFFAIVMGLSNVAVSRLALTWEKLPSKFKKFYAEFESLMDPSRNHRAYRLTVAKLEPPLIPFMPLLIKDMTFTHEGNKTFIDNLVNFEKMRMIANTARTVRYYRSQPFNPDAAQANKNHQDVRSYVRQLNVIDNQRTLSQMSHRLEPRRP
# A549 tox = A549 cytotoxicity, counter-screen for Nrf2 inhibitors | 390,000 compounds, 0.16% hits | AID 504648 | Potency, µM (doses to about 46 µM), for inactives: at the top dose activity change, negative = cytotoxicity, most hits filed as inhibitors | A549 ARE-Fluc cells, CellTiter-Fluor viability, 18-24 h; further: on the % scale 0 is the no-effect control and ±100 the full control effect
#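 A549 ARE-Fluc cells in 5% FBS OPTI-MEM, 5000 cells/well, rested 2 h then exposed to compounds in concentration-response for 18-24 h at 37 °C. Viability by CellTiter-Fluor fluorescence (Ex 405/Em 525) after 30 min; luciferase luminescence (BugLite, 15 min, RT) read afterwards.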
# Active calls of the source: *; i = inactive; u = inconclusive; x = not tested or not shown; [ ] = remark or other dose. The call rests on the fitted dose curve; in most records, active means well fitted curve in the direction sought with a large enough effect; inconclusive means small, poorly fitted or top-dose-only effect, or another doubt; inactive means no such curve, though single readings can be large; an effect the other way counts as inactive or inconclusive. Potency means the concentration at half of the fitted maximal effect. A portion of the library; the hit share may differ from the screen's.
SMILES,MCF10A rereplic,HepG2 viability,Nrf2 activator,S2 tox,ATXN2 expr inh,Nrf2 inh,TGFb SMAD3 inh,EPAC2 antagonist,A549 tox
COC(=O)C(NC(=O)c1ccccc1)(Nc1nc(C)cs1)C(F)(F)F (configuration not stated),-6%,-13%,-0.2%,i,-2%,x,-4%,-9%,8%
O=C1Nc2c(c(=O)[nH]c(=O)n2-c2ccc(Cl)cc2)C1(NS(=O)(=O)c1ccccc1)C(F)(F)F (configuration not stated),x,16%,-0.8%,i,-1%,0%,43%,x,1%
Cc1ccc(CNC(=O)CN2Cc3ccccc3C2=O)cc1,x,3%,0.3%,x,x,u,2%,x,-4%
CC(NC(=O)c1ccc(N(C)C)cc1)C1CC2CCC1C2 (configuration not stated),24%,14%,-0.1%,i,2%,3%,-11%,-6%,3%
CC1CC(Nc2ccccc2)c2ccccc2N1C(=O)c1ccncc1 (configuration not stated),2%,6%,3.9%,x,-30%,8%,9%,5%,u
COCCN1Cc2c(sc(C)c2C)N(C(=O)c2ccccc2)C1,u,-24%,u,i,51%[activator],u,-12%,11%,1%
COc1cc(C2C(C(=O)c3cc4ccccc4o3)=C(O)C(=O)N2c2cc(C)on2)cc(OC)c1OC (configuration not stated),u,14%,3.2%,i,-18%,-12%,-10%,-1%,u
COc1ccc(Cl)cc1NC(=O)CC1CCCC1,-6%,-13%,3.4%,i,2%,-11%,1%,-17%,8%
CCCn1c(C)cs/c1=N\C(=S)Nc1ccccc1,3%,-14%,3.6%,i,-2%,15%,u,-1%,9%
O=C(O/N=C1/CCCc2occc21)c1ccc(Cl)cc1Cl,-1%,-14%,5.7%,i,1%,-7%,14%,-8%,-12%
Cn1c(=O)c2[nH]c(N3CCCCC3)nc2n(C)c1=O,0%,1%,-0.7%,i,-29%,3%,-6%,2%,-5%
CC(C)(C)c1ccc(C(=O)c2c[nH]c(C(=O)NCCCN3CCOCC3)c2)cc1,u,-1%,-0.9%,i,7%,10%,-14%,5%,-14%
Cc1ccccc1Cn1ccc(NC(=O)CCSc2nc(-c3ccco3)cc(C(F)(F)F)n2)n1,u,11%,0.9%,i,1%,x,0%,-12%,-6%
Cc1ccc(NC(=O)c2c(F)cccc2Cl)cc1NS(C)(=O)=O,-4%,-13%,0.4%,u,-20%,1%,10%,-2%,6%
N#C/C(=C/c1ccc(-c2ccc(S(N)(=O)=O)cc2)o1)C(=O)Nc1ccccc1,28%,-21%,0.3%,i,-26%,-3%,3%,3%,-4%
COc1ccc(OC)c(S(=O)(=O)N(C)CC(=O)O)c1,0%,3%,0.2%,i,2%,x,-5%,12%,9%
CC(=O)Nc1ccc(C(=O)NNC(=O)c2cccc(C)c2)cc1,1%,2%,-0.6%,u,13%,5%,20%,17%,0%
NC(=O)C1CCN(C(=O)CSc2ccccn2)CC1,0%,4%,-0.6%,i,1%,-4%,-15%,4%,-1%[1.84 µM]
CSc1nc2sc3c(c2c(=O)[nH]1)CCCC3,11%,2%,0.2%,i,14%,1%,20%,-3%,2%
CC(=O)NS(=O)(=O)c1ccc(N/C(N)=N/c2nc(C)cc(C)n2)cc1,-2%,-5%,-0.3%,i,x,u,14%,3%,-4%
CC(C)(C)NC(=O)NC(=O)CN1CCN(S(=O)(=O)c2ccc3c(c2)OCCO3)CC1,9%,30%,-0.6%,i,x,-24%,0%,2%,4%
COc1ccccc1NC(=O)C1=C(C)NC(=O)NC1c1ccccc1F (configuration not stated),-3%,1%,-0.9%,i,1%,-14%,12%,20%,7%
Cc1ccc(C(=O)Nc2ccc(N3CCCC3)cc2)cc1,-1%,1%,4.2%,i,17%,11%,-11%,3%,2%
O=C(Nc1nc(-c2nc3ccccc3s2)cs1)c1ccco1,1%,-13%,u,i,42%[activator],u,3%,10%,2%
N#CC1=C(N)Oc2cc(N)ccc2C1C1CCCCC1 (configuration not stated),8.2µM*,-8%,0.3%,i,-14%,u,-13%,-12%,-17%
CCOC(=O)C(C)n1nc(-c2ccccc2)c2ccccc2c1=O (configuration not stated),-4%,-11%,0.4%,i,-10%,10%,u,u,-1%
CCOc1ccc(CCNC(=O)COC(=O)c2nc3nc(C)cc(C)n3n2)cc1OCC,-8%,0%,-0.4%,i,-8%,-14%,1%,1%,-5%

# Profiles, quoted from the list:
# Shown for O=C(O/N=C1/CCCc2occc21)c1ccc(Cl)cc1Cl = MCF10A rereplic = -1%; HepG2 viability = -14%; Nrf2 activator = 5.7%; S2 tox = i; ATXN2 expr inh = 1%; Nrf2 inh = -7%; TGFb SMAD3 inh = 14%; EPAC2 antagonist = -8%; A549 tox = -12%
# Shown for CCOC(=O)C(C)n1nc(-c2ccccc2)c2ccccc2c1=O (configuration not stated) = MCF10A rereplic = -4%; HepG2 viability = -11%; Nrf2 activator = 0.4%; S2 tox = i; ATXN2 expr inh = -10%; Nrf2 inh = 10%; TGFb SMAD3 inh = u; EPAC2 antagonist = u; A549 tox = -1%
# Shown for COc1ccc(OC)c(S(=O)(=O)N(C)CC(=O)O)c1 = MCF10A rereplic = 0%; HepG2 viability = 3%; Nrf2 activator = 0.2%; S2 tox = i; ATXN2 expr inh = 2%; Nrf2 inh = x; TGFb SMAD3 inh = -5%; EPAC2 antagonist = 12%; A549 tox = 9%

# Four compounds from above with just TGFb SMAD3 inh and S2 tox:
smiles	TGFb SMAD3 inh	S2 tox
COc1cc(C2C(C(=O)c3cc4ccccc4o3)=C(O)C(=O)N2c2cc(C)on2)cc(OC)c1OC (configuration not stated)	-10%	i
Cc1ccc(NC(=O)c2c(F)cccc2Cl)cc1NS(C)(=O)=O	10%	u
COc1ccccc1NC(=O)C1=C(C)NC(=O)NC1c1ccccc1F (configuration not stated)	12%	i
Cc1ccc(CNC(=O)CN2Cc3ccccc3C2=O)cc1	2%	x

# Copied from the list:
# ATXN2 expr inh with `CSc1nc2sc3c(c2c(=O)[nH]1)CCCC3` reads 14%
# Nrf2 inh with `CC(NC(=O)c1ccc(N(C)C)cc1)C1CC2CCC1C2` (configuration not stated) reads 3%

# Screening data: PubChem BioAssay, National Center for Advancing Translational Sciences (NCATS)
